m5-HT2A agonist = mouse Htr2a agonists via beta-arrestin recruitment, primary screen, cell-based, luminescence | CHO-K1 mHTR2A beta-arrestin complementation; percent of 30 µM serotonin response | activation, % at 7.6 µM | 0.66% of 360,000 active;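 active = activation above a run cutoff, the mean activation of all tested compounds plus 3 SD, cut at about 14% in these data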;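 note: 0% = plate median of compound wells and 100% = 30 µM serotonin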
Target sequence (P35363 whole entry, looked up): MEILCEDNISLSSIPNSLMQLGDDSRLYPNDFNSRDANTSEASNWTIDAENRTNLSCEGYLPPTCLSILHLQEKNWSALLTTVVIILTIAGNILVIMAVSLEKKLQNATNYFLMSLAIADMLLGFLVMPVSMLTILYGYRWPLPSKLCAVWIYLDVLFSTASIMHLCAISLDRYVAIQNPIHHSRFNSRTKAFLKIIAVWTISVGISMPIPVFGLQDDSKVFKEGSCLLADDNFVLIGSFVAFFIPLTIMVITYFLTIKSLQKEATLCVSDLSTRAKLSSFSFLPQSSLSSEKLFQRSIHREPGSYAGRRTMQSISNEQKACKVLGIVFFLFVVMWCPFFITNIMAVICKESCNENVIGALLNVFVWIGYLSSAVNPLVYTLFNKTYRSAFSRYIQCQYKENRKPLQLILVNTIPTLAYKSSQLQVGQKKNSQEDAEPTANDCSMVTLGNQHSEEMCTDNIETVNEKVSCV
HIF-2a inh = HIF-2a reporter inhibitors, primary screen, luminescence, 786-0 RCC cells; 786-0 RCC cells HIF-2a reporter, luciferase luminescence, overnight; inhibition, % at 18.8 µM; 0.72% of 360,000 active;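 active = inhibition of the luminescence signal of 40% or more relative to plate controls, in a single-dose primary screen at 18.75 µM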
PDI inh = inhibitors of human PDI, primary screen, biochemical, turbidity, single point, plate reader | Protein disulfide-isomerase (Homo sapiens), P07237 | AID 588391, 2011 | PDI insulin aggregation turbidity, A650, 90 min | inhibition, % at 10 µM | 0.052% of 350,000 active;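 active = mean inhibition across replicates of 30% or more, whatever share of single replicates reach that level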;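 note: absorbance from insulin aggregation driven by PDI reduction with DTT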
Target sequence (P07237 whole entry, looked up): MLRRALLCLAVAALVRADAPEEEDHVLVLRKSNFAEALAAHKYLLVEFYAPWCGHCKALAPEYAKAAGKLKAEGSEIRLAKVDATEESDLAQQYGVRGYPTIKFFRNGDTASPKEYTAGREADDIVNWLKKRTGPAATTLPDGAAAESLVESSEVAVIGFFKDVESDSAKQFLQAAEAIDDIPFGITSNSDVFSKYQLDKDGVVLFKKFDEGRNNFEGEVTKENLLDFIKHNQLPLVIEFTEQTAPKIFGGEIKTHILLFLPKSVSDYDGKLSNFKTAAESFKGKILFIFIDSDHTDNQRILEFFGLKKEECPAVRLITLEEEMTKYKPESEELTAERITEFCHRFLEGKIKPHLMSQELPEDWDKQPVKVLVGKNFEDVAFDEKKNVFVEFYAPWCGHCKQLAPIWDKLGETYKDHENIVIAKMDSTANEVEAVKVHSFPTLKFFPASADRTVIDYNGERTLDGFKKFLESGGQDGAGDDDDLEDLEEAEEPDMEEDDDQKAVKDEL
hiPSC survival = enhancers of single-cell hiPSC survival, primary screen, ATPlite luminescence; 100% = ROCK inhibitor wells, 0% = DMSO; survival enhancement, % at 20 µM; 0.044% of 360,000 active; AID 602274, 2012; in the data active = survival enhancement above about 18%;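 note: cells exposed to compounds for 16 hours before the ATP read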
CaV13 ICDI inh = Primary screen for inhibitors of IQ motif and Ca2+-dependent inactivation inhibitor domain binding in CACNA1D, Förster resonance energy transfer in living cells, … | HEK cells, CFP/YFP FRET ICDI-IQ, plate reader, 10 min; percent FRET-ratio fall versus neutral wells | inhibition, % at 12.3 µM | 0.098% of 340,000 active;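 active = mean replicate inhibition of at least 30% and at least 1% of replicates passing that level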;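 note: 0% = median of the neutral control wells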
NR2E3 ag-1 = inhibitors of NR2E3-RetCOR corepressor binding, primary screen, NR2E3 agonist project, biochemical, TR-FRET, GST-NR2E3, biotin-RetCOR | inhibition of corepressor binding, % at 4.78 µM | 0.12% of 320,000 active | AID 2300, 2010 | 1536-well;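 active = percent inhibition above the cutoff of mean plus 3 SD of all tested compounds, set per screening campaign, cut at about 20% in these data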;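 note: 0% = DMSO wells and 100% = biotin wells as full block of FRET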
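Format: 1536-well format; test system: GST-NR2E3 and biotin-RetCOR proteins; read-out basis: percent inhibition of TR-FRET ratio; timing: 5 h incubation at 4 °C; detection: time-resolved FRET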
NR2E3 ag-2 = NR2E3 agonists in two-hybrid cells, primary screen, cell-based, luminescence, CHO-S, Gal4-NCOR/VP16-NR2E3; Photoreceptor-specific nuclear receptor (Homo sapiens), Q9Y5X4; luciferase; inhibition of corepressor binding, % at 3.98 µM; 0.35% of 360,000 active; AID 602229, 2012;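 active = inhibition above the mean of all tested compounds plus 3 SD, cut at about 70% in these data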;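 note: 0% = DMSO with NR2E3 transfected cells and 100% = cells lacking NR2E3 construct; higher means lower luciferase signal from less NR2E3 corepressor binding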
Cardio protect = cardioprotection against H2O2-induced cell death, primary screen, uHTS, H9c2 cells, ATPLite luminescence; H9c2 cardiomyocytes, H2O2 injury protection, 2 h; protection from H2O2 cell death, % at 20 µM; 0.63% of 360,000 active; AID 588492, 2011;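 active = compounds giving at least 50% protection of heart cells from peroxide-induced death in the single-dose screen, raw or plate-pattern-corrected value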;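 note: 0% = DMSO wells with peroxide and 100% = DMSO wells without peroxide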
Shn3 inh set2 = reduction of Shn3 3'UTR firefly luciferase signal, primary screen, Schnurri-3 inhibitor project, cell-based, Clone20 osteoblasts, set 2; Clone20 osteoblast Shn3 3'UTR firefly luciferase, 24 h; inhibition, % at 12.5 µM; 0.52% of 360,000 active;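 active = mean inhibition of at least 75% with every replicate also reaching 75%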;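 note: 0% = median of neutral control wells and 100% = pilot-screen positive control compound; some compounds past the cut are filed as inactive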
Peg3 prom inh = Peg3 promoter-driven luciferase inhibitors, primary screen, cell-based, HeLa, luciferase luminescence. HeLa PEG-Prom luciferase reporter, overnight. inhibition, % at 20 µM. 1.7% of 360,000 active. AID 588405, 2011;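 active = inhibition of at least 50% at 20 µM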
TRPM1 prom inh = inhibitors of MITF-dependent TRPM1 promoter reporter, primary screen, cell-based, SK-MEL-5, single point, luciferase. SK-MEL-5 TRPM1 promoter luciferase, 24 h. inhibition, % at 12.5 µM. 0.83% of 330,000 active. AID 488899, 2010;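 active = mean inhibition across replicates of 60% or more, whatever share of single replicates reaches that level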; note: values of inactives mirror those of a sister screen read the other way
Numbers without * were called inactive; nt = not tested or not shown. Rows are unselected, and some 3.9% of all compounds hit somewhere here.

Start of the listing, in advance, eleven compounds:
SMILES	m5-HT2A agonist	HIF-2a inh	PDI inh	hiPSC survival	CaV13 ICDI inh	NR2E3 ag-1	NR2E3 ag-2	Cardio protect	Shn3 inh set2	Peg3 prom inh	TRPM1 prom inh
CCCn1c(C)cc(C(=O)COc2ccc(C)nc2[N+](=O)[O-])c1C	0	26	0	0.0	-15	-1	15	-8	27	12	-2
CCc1cccc(N(CC(=O)NCc2ccc(F)cc2)C(=O)c2csnn2)c1	1	14	-5	-1.2	-4	5	-13	0	-3	10	-6
Cc1ccc(CNc2ccc3c(c2)OCO3)cc1	3	-151	-3	-3.6	nt	-3	-60	-15	-16	-35	-6
CCN1CCN(C(=O)CN(C)S(=O)(=O)c2ccc(Cl)cc2)CC1	-3	13	14	0.6	-7	2	-7	-4	-8	9	3
NC1=NC(=Nc2cccc(Cl)c2)c2ccccc21	4	9	-9	-1.2	-6	-2	-16	10	7	9	-3
CC1(C)CC(=O)C=C(Nc2ccc([N+](=O)[O-])cc2)C1	1	15	-5	0.1	-2	-1	-36	2	-45	9	-6
COc1ccc(-n2nc3c(c2NC(=O)C(C)Cl)CSC3)cc1 (stereo not given)	3	6	0	-0.3	-8	-2	-23	1	-1	13	3
COc1ccc(CN2C[C@@H](CO)O[C@@H](n3cnc4c(NC5CCC5)ncnc43)C2)cc1	0	-8	2	-1.4	-12	nt	-22	7	-11	7	nt
CCCCn1c(N)c(N(CCOC)C(=O)c2sc3cc(F)ccc3c2Cl)c(=O)[nH]c1=O	5	5	5	1.6	-6	2	2	1	-2	11	-5
Cc1ccc(Cn2ccc(-c3cnc(-c4ccccc4)s3)n2)cc1	-4	-224	15	1.6	nt	6	-119	-22	-44	-324	-57
COC(=O)[C@]1(C)N[C@H](CN(C)C(=O)Nc2ccc(C)cc2)[C@@H]2C(=O)N(Cc3ccccc3)C(=O)[C@@H]21	-1	4	6	-1.3	-5	nt	-6	-4	-20	-19	-7

Results, from the start:
SMILES	m5-HT2A agonist	HIF-2a inh	PDI inh	hiPSC survival	CaV13 ICDI inh	NR2E3 ag-1	NR2E3 ag-2	Cardio protect	Shn3 inh set2	Peg3 prom inh	TRPM1 prom inh
CCCn1c(C)cc(C(=O)COc2ccc(C)nc2[N+](=O)[O-])c1C	0	26	0	0.0	-15	-1	15	-8	27	12	-2
CCc1cccc(N(CC(=O)NCc2ccc(F)cc2)C(=O)c2csnn2)c1	1	14	-5	-1.2	-4	5	-13	0	-3	10	-6
Cc1ccc(CNc2ccc3c(c2)OCO3)cc1	3	-151	-3	-3.6	nt	-3	-60	-15	-16	-35	-6
CCN1CCN(C(=O)CN(C)S(=O)(=O)c2ccc(Cl)cc2)CC1	-3	13	14	0.6	-7	2	-7	-4	-8	9	3
NC1=NC(=Nc2cccc(Cl)c2)c2ccccc21	4	9	-9	-1.2	-6	-2	-16	10	7	9	-3
CC1(C)CC(=O)C=C(Nc2ccc([N+](=O)[O-])cc2)C1	1	15	-5	0.1	-2	-1	-36	2	-45	9	-6
COc1ccc(-n2nc3c(c2NC(=O)C(C)Cl)CSC3)cc1 (stereo not given)	3	6	0	-0.3	-8	-2	-23	1	-1	13	3
COc1ccc(CN2C[C@@H](CO)O[C@@H](n3cnc4c(NC5CCC5)ncnc43)C2)cc1	0	-8	2	-1.4	-12	nt	-22	7	-11	7	nt
CCCCn1c(N)c(N(CCOC)C(=O)c2sc3cc(F)ccc3c2Cl)c(=O)[nH]c1=O	5	5	5	1.6	-6	2	2	1	-2	11	-5
Cc1ccc(Cn2ccc(-c3cnc(-c4ccccc4)s3)n2)cc1	-4	-224	15	1.6	nt	6	-119	-22	-44	-324	-57
COC(=O)[C@]1(C)N[C@H](CN(C)C(=O)Nc2ccc(C)cc2)[C@@H]2C(=O)N(Cc3ccccc3)C(=O)[C@@H]21	-1	4	6	-1.3	-5	nt	-6	-4	-20	-19	-7
O=C(Nc1nccs1)c1ccc2c(c1)C(=O)N(Cc1cccnc1)C2=O	-2	1	-15	-0.4	-3	-2	-56	3	-6	4	7
COC(=O)c1cc(NC(=S)N2CCN(C(=O)C3CCCO3)CC2)cc(C(=O)OC)c1 (stereo not given)	3	7	-8	1.6	-2	7	9	1	11	6	0
COc1ccc(C2/C(=C(/O)c3ccc(Cl)cc3)C(=O)C(=O)N2CCN2CCOCC2)c(OC)c1 (stereo not given)	-3	13	-3	3.4	-3	-1	-27	0	9	16	-1
CCN(CC(=O)NCCCN1CCOCC1)S(=O)(=O)c1ccc(Cl)cc1	-2	14	-2	0.5	-7	1	-24	8	-5	12	3
O=C1C(=C(I)I)c2ccccc2-c2ccccc21	-1	93*	0	-3.1	-6	nt	-5	-12	98*	104*	99*
Cn1c(=O)cc(SCC(=O)N2CCN(C3CCCCC3)CC2)c2ccccc21	-4	-41	3	-0.5	-3	2	14	10	-36	-145	5
O=C1CCC/C(=N/Nc2ccc(Cl)cc2)C1	-1	-38	11	1.7	5	4	-4	8	-19	-13	-7
COC(=O)c1cc(=O)[nH]c(SCc2cccc(C)c2)n1	6	15	20	0.3	-5	2	-5	7	4	1	nt
O=C1CCC2CN3CCc4c([nH]c5ccccc45)C3CC2C1 (stereo not given)	-2	16	-4	1.3	-8	nt	0	6	3	-4	nt
O=C(N/C(=C\c1ccc(Br)cc1)c1nc2ccccc2[nH]1)c1ccco1	-7	-57	-9	-0.7	nt	-2	-9	6	-39	-46	-3
O=C(C(Cc1ccccc1)n1cccc1)N1CCc2ccccc21 (stereo not given)	-3	18	nt	-1.7	-3	2	-1	-6	23	23	7
Cc1ccc([C@H]2C[C@H](n3cc(COC(=O)c4ccccc4)nn3)[C@@H](O)CN2CC2CCCCC2)cc1	2	17	-24	3.5	-4	nt	-1	-17	-5	28	nt
Cc1nonc1C1CCCN1C(=O)c1cc(COc2cccc(C(F)(F)F)c2)on1 (stereo not given)	2	-57	-3	-0.6	-2	-2	1	-10	34	-15	-8
O=C(COC(=O)c1ccc[nH]c1=O)Nc1cc(S(=O)(=O)N2CCCCC2)ccc1Cl	7	19	6	0.9	-4	4	11	-2	1	3	8

As a short view, some entries already given.
SMILES	m5-HT2A agonist	HIF-2a inh	PDI inh	hiPSC survival	CaV13 ICDI inh	NR2E3 ag-1	NR2E3 ag-2	Cardio protect	Shn3 inh set2	Peg3 prom inh	TRPM1 prom inh
COc1ccc(C2/C(=C(/O)c3ccc(Cl)cc3)C(=O)C(=O)N2CCN2CCOCC2)c(OC)c1 (stereo not given)	-3	13	-3	3.4	-3	-1	-27	0	9	16	-1
CCN(CC(=O)NCCCN1CCOCC1)S(=O)(=O)c1ccc(Cl)cc1	-2	14	-2	0.5	-7	1	-24	8	-5	12	3

More structures follow.
SMILES	m5-HT2A agonist	HIF-2a inh	PDI inh	hiPSC survival	CaV13 ICDI inh	NR2E3 ag-1	NR2E3 ag-2	Cardio protect	Shn3 inh set2	Peg3 prom inh	TRPM1 prom inh
COc1ccc(NC(=O)CSc2ncn[nH]2)c([N+](=O)[O-])c1	-2	2	0	0.1	-5	-2	-24	4	-6	2	-10
COCCNC(=O)c1ccc2c(c1)S(=O)(=O)c1cc(Cl)ccc1C2=O	5	11	-4	-2.1	-6	3	-5	5	1	14	nt
COc1ccccc1CN1C[C@@H]2C[C@@H](c3cccc(O)c3)N3CCC[C@@]23C1=O	-2	23	5	-1.5	-6	0	-13	23	4	5	-19
CC(=O)Nc1cc(NC(C)=O)cc(C(=O)NC(C)(C)C)c1	2	6	2	-3.1	-5	4	-9	-2	16	-4	1
Cc1nc(C(=O)NNC(=O)Nc2ccccc2)cs1	-1	16	-20	0.1	-5	-1	13	4	7	16	-11
NC(=O)c1c(NC(=O)c2c(F)cccc2F)sc2c1CCN(Cc1ccccc1)C2	-2	-26	nt	0.8	-2	1	3	7	0	-2	nt
Cc1ccc(NC(=O)c2cc(=O)[nH]c3ccccc23)cc1	-1	-4	3	-0.7	-4	3	-10	-5	-3	4	9
Cc1ccc(C(=O)N/C(=C\c2cccs2)C(=O)NCCc2c[nH]c3ccccc23)cc1C	-7	-4	-4	3.8	-6	0	-8	13	3	2	0
O=C(COc1ccc(S(=O)(=O)N2CCCC2)cc1)NCC1CCCO1 (stereo not given)	1	15	0	-4.1	-3	4	-19	0	-22	5	-7
O=C(Cc1cccc2ccccc12)Nc1ccc(N2CCOCC2)cc1	-3	-17	-6	-2.1	-4	0	-3	1	-31	-14	nt
C/C(CCC12CC3CC(CC(C3)C1)C2)=N\NC(N)=S	-1	-24	4	-0.1	nt	-3	-36	-10	2	-3	3
CC(C)(C)c1cc(C(=O)NCc2cccnc2)ccn1	-2	4	-5	2.4	-6	-3	-9	6	-9	11	3
O=C(Nc1cccc(F)c1)c1ccc(S(=O)(=O)N2CCOCC2)cc1	-8	-38	-4	3.1	-7	1	19	-2	3	-7	-8
COc1ccc(NC2CCCN(C(=O)CCc3cccc(Cl)c3)C2)cc1 (stereo not given)	-3	-3	4	0.3	-2	4	-10	6	9	6	-1
COc1ccccc1NC(=S)N1CCC(NC(=O)NC23CC4CC(CC(C4)C2)C3)CC1	9	9	1	0.3	-8	0	2	-2	16	6	3
Cc1ccc(NC(=O)Nc2ccnc(-c3cccnc3)n2)cc1	-4	-126	-5	-1.6	43*	2	-8	78*	-12	88*	10
CCOC(=O)c1cccc(C(=O)Oc2ccccc2)n1	2	5	3	-0.9	nt	2	-26	7	-14	13	14
CCc1cc(-c2n[nH]c(C)c2-c2nc3ccccc3n2C)c(O)cc1O	-2	20	17	0.9	-4	5	-2	4	18	10	11
COc1ccc(C2/C=C\CN3CCC[C@H]3C(=O)N2Cc2ccc(F)cc2)cc1 (stereo not given in full)	-1	2	-16	-2.7	-6	nt	-18	0	18	-5	1
CC(=O)c1cc2c(cc1N/C(=N/S(=O)(=O)c1ccccc1)c1ccc(Cl)cc1)OCO2	3	-11	3	-3.0	-5	0	-1	0	7	10	10
CC1CC(C)CN(C(=O)c2ccc3ccccc3c2)C1 (stereo not given)	-5	-41	-3	0.3	-13	3	-31	0	-2	-11	0
COc1cccc(/C=C/C(=O)OCC(=O)Nc2nnc(-c3ccccc3)o2)c1OC	11	11	5	-0.4	-7	nt	-18	22	-17	-2	-7
CCCCCCSc1cc(C)nc2ncnn12	21*	7	nt	-2.1	-8	2	23	-21	37	9	12
